TSHR antagonist: blocks TSH signaling through the human TSH receptor; P16473; TSHR-expressing cells, TSH-stimulated cAMP HTRF, 2 h; active compounds read low; activity change, negative = inhibition, % at 11.5 µM; 330,000 tested, 0.2% active; AID 504810;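 active = activity change below a set negative limit, meaning inhibition stronger than a set level, cut at about -70% in these data; inconclusive = activity change between two set negative limits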; note: % is set by controls: 0 for no effect and ±100 for the full control effect
Target sequence (P16473 whole entry, looked up): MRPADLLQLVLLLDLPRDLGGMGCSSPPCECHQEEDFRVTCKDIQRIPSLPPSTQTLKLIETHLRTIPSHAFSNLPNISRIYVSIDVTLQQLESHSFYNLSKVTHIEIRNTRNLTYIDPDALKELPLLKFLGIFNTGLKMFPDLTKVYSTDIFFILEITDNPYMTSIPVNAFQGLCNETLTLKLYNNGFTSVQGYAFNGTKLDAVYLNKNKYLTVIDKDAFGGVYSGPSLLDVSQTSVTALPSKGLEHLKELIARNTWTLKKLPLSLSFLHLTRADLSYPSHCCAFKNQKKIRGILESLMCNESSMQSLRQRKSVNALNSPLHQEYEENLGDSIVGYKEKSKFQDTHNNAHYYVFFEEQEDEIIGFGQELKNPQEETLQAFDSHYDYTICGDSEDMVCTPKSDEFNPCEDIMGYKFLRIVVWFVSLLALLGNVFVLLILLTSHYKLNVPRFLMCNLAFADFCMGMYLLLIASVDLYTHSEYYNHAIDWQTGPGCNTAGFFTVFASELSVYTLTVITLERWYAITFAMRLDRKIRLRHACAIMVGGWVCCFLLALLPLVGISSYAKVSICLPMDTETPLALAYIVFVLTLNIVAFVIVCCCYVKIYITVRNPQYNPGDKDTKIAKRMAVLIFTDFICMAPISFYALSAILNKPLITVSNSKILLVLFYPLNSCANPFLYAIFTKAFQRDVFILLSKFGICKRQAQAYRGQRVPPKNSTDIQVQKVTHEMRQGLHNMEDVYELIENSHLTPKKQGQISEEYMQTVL
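Inhibition of cAMP made by TSHR-expressing cells under TSH stimulation (4nM final, EC80; 2 h, 37 deg C) is quantified with a one-step lysis HTRF kit, anti-cAMP cryptate versus cAMP-d2.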
Tb PFK block: inhibitors of T. brucei phosphofructokinase; T. brucei PFK, ADP-Glo luminescence; Potency, µM (series often up to 57.5 µM), for the others: at the top dose activity, negative = inhibition, actives largely listed as inhibitors; 330,000 tested, 0.17% active; AID 485367;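 note: potency is the fitted concentration of half-maximal effect; 0% = uninhibited 1x PFK enzyme wells and -100% = no-enzyme wells; nearly all actives have a fitted effect of over 60% in size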
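1.25 nM PFK with 0.5 mM F6P and 0.1 mM ATP in 0.1 M TEA pH 8.0, 5 mM MgCl2, incubated 45 min at room temperature; ADP measured by ADP-Glo luminescence; compounds titrated up to 57 uM.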
ELG1 DNA repair: blocks ELG1-dependent DNA repair in HEK293T cells. 330,000 tested, 2.3% active. Potency, µM (series often up to 46.1 µM), without a hit: top-dose activity change, negative = inhibition, most hits filed as inhibitors. HEK293T ELG1-luciferase reporter, luminescence, 16 h; DNA damage induced by 5-fluorouridine; note: potency is the fitted concentration of half-maximal effect; % is set by controls: 0 for no effect and ±100 for the full control effect; nearly all actives have a fitted effect of over 55% in size
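Step one: seed 2,000 cells per well. Step two: pin-transfer compound or DMSO alongside 5-fluorouridine. Step three: incubate 16 hr, 37 °C, 5% CO2. Step four: add ONE-Glo, wait 30 min, read luminescence.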
Eya2 inh: blocks the phosphatase activity of human Eya2; O00167; recombinant Eya2, OMFP fluorescence dephosphorylation (OMFP is methylfluorescein phosphate); Potency, µM (titrated, usually from 76.9 µM), for the others: at the highest dose activity, negative = inhibition, usual class: inhibitors; 330,000 tested, 0.006% active; note: potency is the fitted concentration of half-maximal effect; % is set by controls: 0 for no effect and ±100 for the full control effect
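Eya2 protein (added as 0.2 uM solution) was preincubated with compound for 10 min at ambient temperature in 50 mM HEPES pH 7.5, 50 mM NaCl, 5 uM MgCl2, 0.05% BSA, 1 mM DTT. OMFP (added at 50 uM) then reacted 10 min; fluorescence read at 485/525 nm.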
TCR act: T cell receptor activation; primary human leukocytes, anti-CD3, IL-2 HTRF, 48 h; Potency, µM (series often up to 9.22 µM), for the others: at the top dose activation of IL-2 secretion, usual class: activators; 330,000 tested, under 10 active; note: % of control where 0% means no effect
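Compounds are tested in HTS on primary human leukocytes co-incubated with a-CD3 beads for 48 hr. IL-2 output is measured by time-resolved FRET.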
Mito fusion yeast: inhibitors of mitochondrial division or activators of mitochondrial fusion | S. cerevisiae fusion-defective mutant growth rescue, CellTiterGlo 48 h | 320,000 tested, 0.23% active | Potency, µM (doses to about 46.1 µM), for the others: at the top dose growth rescue (activation), usual class: activators;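 note: potency is the fitted concentration of half-maximal effect; % of control where 0% means no effect; nearly all actives have a fitted effect of over 45% in size; temperature-sensitive fusion mutants such as fzo1-1 at 37 °C on non-fermentable ethanol glycerol medium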
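Luminescent cell viability in 1536-well qHTS format served as the measure of rescued growth in ts fusion-mutant S. cerevisiae cultured on non-fermentable YPEG for 48 hours at 37C.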
B2AR arrestin: recruits beta-arrestin to the human beta2-adrenergic receptor. beta-arrestin recruitment to beta2AR, cell-based reporter. Potency, µM (titrated, usually from 46.1 µM), without a hit: at the highest dose activation, hits mostly activators. 330,000 tested, 0.02% active. AID 492947;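 note: potency is the fitted concentration of half-maximal effect; 0% = DMSO controls and full agonism = EC100 isoproterenol or metaproterenol; nearly all actives have a fitted effect of over 65% in size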
uPA generation: inhibitors of cell surface uPA generation; cell surface uPA generation assay, qHTS; Potency, µM (doses to about 38.3 µM), inactives show at the top dose activity change, negative = inhibition, actives largely listed as inhibitors; 330,000 tested, 0.31% active; AID 540303; active = well fitted inhibition curve with a large enough effect; inconclusive = small, poorly fitted or top-dose-only effect; inactive = no such curve, though single readings can be large or run the other way; tested in mouse RAW 264.7 cells; note: potency is the fitted concentration of half-maximal effect; % is set by controls: 0 for no effect and ±100 for the full control effect; nearly all actives have a fitted effect of over 55% in size
BCR signal inh: chronic active BCR signaling inhibition; ABC-DLBCL IkBa-CBG/CBR reporter, luminescence ratio, 4 h; Potency, µM (highest dose often 46.1 µM), inactives show at the top dose ratio change, negative = lower green/red ratio, most hits filed as inhibitors; 340,000 tested, 0.05% active; AID 493014; active = well fitted inhibition curve with a large enough effect in the signal ratio, with a control signal flat, not every such curve was filed as active; inconclusive = small, poorly fitted or top-dose-only effect, or effect the other way, or a change in a side signal; the % refers to the signal ratio;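 note: potency is the fitted concentration of half-maximal effect; plate controls were basal doxycycline-induced cells for no effect and cells given 10 µM MG132 for full effect; MG132 reads +100%, hits lower the ratio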
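TMD8 ABC-DLBCL cells carrying doxycycline-inducible green luciferase fused to IkappaBalpha plus unfused red luciferase were exposed to compounds (up to 46 uM) for 4 hrs at 37C. Activity came from the overlap-corrected green/red luminescence ratio.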
PTAP TSG101 blk: blocks PTAP/TSG101 interaction to inhibit HIV-1 budding; Fluorescence polarization, FITC-PTAP peptide / Tsg101 binding; 340,000 tested, under 10 active; Potency, µM (titrated, usually from 115 µM), for the others: at the highest dose activity change, negative = inhibition, hits mostly inhibitors; active = well fitted inhibition curve with a large enough effect in the main read-out, with a control signal flat, not every such curve was filed as active; inconclusive = small, poorly fitted or top-dose-only effect, or effect the other way, or a change in a side signal; inactive = no such curve, though single readings can be large or run the other way; note: potency is the fitted concentration of half-maximal effect; % of control where 0% means no effect
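Fluorescence anisotropy tracks displacement of a FITC-tagged PTAP peptide (50 nM) from the Tsg101 binding domain (10 uM), following a 20 min room-temperature incubation at pH 7.5.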
USP2a block: blocks human ubiquitin-specific protease USP2a; AID 463254; 330,000 tested, 0.01% active; USP2 core, Ub-CHOP2 coupled fluorogenic reporter, 485/531; O75604; Potency, µM (top dose mostly 38.3 µM), for inactives: top-dose activity change, negative = inhibition, actives largely listed as inhibitors;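 note: potency is the fitted concentration of half-maximal effect; plate controls were DMSO wells for no effect and full inhibition by NEM control for full effect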
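USP2 core (10nM final) preincubated 30min RT with compound in 20mM Tris-HCl pH 8.0, 2mM CaCl2, 2mM beta-mercaptoethanol, 0.05% CHAPS; 25nM Ub-CHOP2 plus 25nM reporter substrate added, fluorescence (Ex485/Em531) read after 60min.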
The depositor's hits bear a star; ? = inconclusive; . = no result given; [ ] = dose if it differs, or a comment. Unless noted, calls come from the whole dose curve; as a rule, active = well fitted curve in the direction sought with a large enough effect; inconclusive = small, poorly fitted or top-dose-only effect, or another doubt; inactive = no such curve, though single readings can be large; an effect the other way counts as inactive or inconclusive.

SMILES	TSHR antagonist	Tb PFK block	ELG1 DNA repair	Eya2 inh	TCR act	Mito fusion yeast	B2AR arrestin	uPA generation	BCR signal inh	PTAP TSG101 blk	USP2a block
CC(C)C1Cc2c(sc3[nH]c(=S)n(Cc4ccccc4)c(=O)c23)CO1 (configuration not stated)	-5	4%	0%	-17%	-5%	4%	-0.4%	3%	14%	-4%	-1%
CN(C)/C=C/C(=O)c1ccc2noc(-c3cccc(F)c3)c2c1	-7	-3%	?	-3%	9%	10%	0.1%	-16%	?	-5%	7%
N#CCN(C(=O)COC(=O)CCCNC(=O)c1ccc(Cl)cc1)c1ccccc1	-10	-4%	8%	4%	-3%	-2%	-0.1%	2%	0%	-2%	0%
COc1cccc(C(=O)NNC(=O)Cc2csc(N)n2)c1	1	0%	-7%	-5%	-15%	-3%	0.0%	3%	-14%	-4%	0%
CC(C)c1ccc(/C=N/NC(=O)c2nnn(-c3nonc3N)c2CN(C)C2CCCCC2)cc1	0	1%	?	-7%	1%	-5%	0.2%	0%	4%	-6%	4%
CC(Oc1ccc(F)cc1)C(=O)Nc1cc(Cl)ccc1-n1cncn1 (configuration not stated)	-6	-1%	0%	10%	-6%	20%	0.1%	-2%	5%	-1%	0%
N#Cc1cc(C#N)c(N2CCN(c3cccc(Cl)n3)CC2)nc1N	-26	4%	1%	3%	-2%	?	0.1%	.	?	-1%	1%
CC[C@H](C)[C@@H](C(=O)NCCCCCCCCCCC(=O)N1CCN(C(=O)OC(C)(C)C)CC1)n1cc(CCCCN=C(NC(=O)OC(C)(C)C)NC(=O)OC(C)(C)C)nn1	-10	-4%	?	-10%	.	-7%	0.3%	.	-9%	.	2%
CC(C)c1ccc(N(C(=O)C(F)(F)F)C(C(=O)NC2CCCCC2)c2ccncc2)cc1 (configuration not stated)	7	-1%	2%	-4%	.	-3%	0.1%	-4%	-2%	-3%	1%
CCOc1ccc(C(=O)N2CCN=C2SC)cc1OCC	4	-1%	7%	23%	-3%	1%	0.2%	-4%	-1%	-4%	3%
CCOc1ccc(-c2c(C(=O)N/N=C/c3ccncc3)nnn2-c2nonc2N)cc1	19	-6%	7%	4%	4%	-4%	-0.1%	3%	2%	-7%	0%
CC(C)(C)c1ccc(C(=O)NC(CC(=O)O)c2ccc(OC3CCCC3)cc2)cc1 (configuration not stated)	3	-2%	0%	6%	-2%	-26%	0.5%	9%	-1%	-8%	2%
COc1ccc(S(=O)(=O)N2CCC(C(N)=O)CC2)c2ccccc12	4	-2%	14%	-2%	7%	5%	-0.1%	-2%	-1%	-3%	8%
O=C1NCCc2c1[nH]c1ccc([N+](=O)[O-])cc21	0	0%	?	0%	-10%	-3%	-0.4%	-4%	11%	-2%	0%
CC1CCN(C(=O)/C=C/c2ccc(C(C)(C)C)cc2)CC1	-13	2%	?	-16%	-7%[46.1 µM]	13%	0.4%	2%	?	0%	4%
COCc1nnc(NS(=O)(=O)c2c(C)cc(C)cc2C)s1	-4	4%	0%	-23%	3%	4%	-0.2%	2%	?	-10%	3%
CN(Cc1ccccc1)C(=S)Nc1cccnc1	8	-3%	11%	-14%	1%	-6%	-0.2%	4%	6%	1%	-1%
Cc1ccccc1NS(=O)(=O)c1ccc(Cl)cc1	1	0%	6%	-10%	-4%	14%	-0.1%	1%	5%	-3%	1%
Cc1ccc(C)c2[nH]c(=O)c(CN(Cc3ccco3)C(=O)Nc3ccccc3)cc12	-2	-6%	5.2µM*	2%	-2%	14µM*	0.4%	4%	?	-5%	-10%
CC(=C1C2C=CC1C1C(=O)NC(=O)C21)c1ccccc1 (configuration not stated)	-4	-9%	-12%	13%	-1%	2%	-0.3%	.	2%	-6%	0%
CC(C)c1ccc(C(=O)Nc2ccc(CN3CCOCC3)cc2)cc1	-3	2%	-9%	5%	-10%	-1%	-0.2%	-8%	4%	-7%	0%
COc1ccc(-c2nc3ccccc3nc2-c2ccc(OC)c(OC)c2)cc1OC	4	1%	-16%	2%	3%	-3%	0.4%	29%	?	-7%	0%
CCOc1ccccc1N1CC(C(=O)Nc2ccccc2N2CCCC2)CC1=O (configuration not stated)	11	1%	-5%	3%	-13%	5%	-0.1%	0%	-15%	-10%	3%
Cc1c(NC(=S)NNC(=O)CCC(=O)O)c(=O)n(-c2ccccc2)n1C	-5	0%	2%	0%	5%	-2%	-0.1%	4%	8%	-4%	10%
COc1ccc(OC)c(C(=O)CC2OC(=O)c3ccccc32)c1 (configuration not stated)	-10	0%	-26%	-11%	.	-1%	-0.5%	-7%	9%	-2%	0%
(cont.)
SMILES	TSHR antagonist	Tb PFK block	ELG1 DNA repair	Eya2 inh	TCR act	Mito fusion yeast	B2AR arrestin	uPA generation	BCR signal inh	PTAP TSG101 blk	USP2a block
Cc1ccc(NC(=O)c2c(Cl)n(C)c3ccccc23)cc1	-11	-2%	?	-25%	-60%	5%	-0.1%	-12%	?	-1%	4%
C/C(=C\c1ccc2c(c1)OCO2)C(=O)c1c(C)cc(C)[nH]c1=O	10	-8%	4%	3%	1%	1%	0.2%	-9%	-10%	1%	2%
Cc1cc(C)cc(OCC(=O)N2CCCCCC2)c1	-3	10%	20%	10%	.	-4%	-0.3%	5%	2%	.	2%
Cc1cccc2c(N)c3c(nc12)CCCC3 (tested in a mixture with another compound)	10	-21%	12%	-1%	-2%	-3%	0.1%	?	-3%	-10%	4%
CC(C)(Nc1ccccc1)C(=O)c1ccccc1	-3	-4%	-1%	-6%	3%[46.1 µM]	6%	0.0%	0%	0%	-3%	-2%
N=C(N)SCc1cn2ccccc2n1	7	7%	-7%	-2%	2%[46.1 µM]	-3%	0.1%	-5%	-1%	-1%	0%
COc1ccc(/C=C(\C#N)C(=O)OCC(=O)NCc2ccccc2)cc1	4	-3%	0%	1%	8%[46.1 µM]	-6%	13%	2%	8%	1%	4%
CC(=O)Nc1ccc(S(=O)(=O)NNC(=O)c2sc(=S)n(C)c2C)cc1	-5	-1%	10%	-11%	-14%[46.1 µM]	-2%	0.1%	0%	1%	-3%	3%
Cc1cc(S(=O)(=O)N2CCN(c3ccc(F)cc3)CC2)ccc1-n1cnnn1	-3	-4%	0%	2%	-36%	1%	-0.3%	0%	7%	-5%	-1%
Cc1ccc(-c2nn(-c3ccccc3)cc2/C=N/NC(=O)c2ccc(Br)o2)cc1	-21	?	?	-14%	2%	5%	-0.3%	-4%	?	-2%	5%
CC(=O)/C=C\c1ccc(OC(=O)c2cccnc2)cc1	-3	0%	4%	-5%	4%	0%	-0.3%	-17%	0%	-8%	1%
O=[N+]([O-])c1ccc(N2CCN(Cc3cccc([N+](=O)[O-])c3)CC2)cc1	-8	-1%	-15%	6%	-2%	6%	-0.2%	2%	8%	1%	5%
COc1ccc(C2Nc3ccccc3C(=O)N2Cc2ccccc2)cc1Cn1nnc2ccccc21 (configuration not stated)	-4	7%	?	-4%	-1%	8%	-0.1%	11%	19%	-10%	-15%
NC(=O)C1=C[C@H](c2ccccc2)C[C@H](OCc2ccc(CO)cc2)O1	8	1%	?	6%	-2%	3%	0.3%	2%	-13%	0%	0%
O=C1CSC(c2cccnc2)N1C1CCCCC1 (configuration not stated)	0	3%	-2%	16%	3%	1%	-0.9%	-2%	-4%	-3%	1%
N/C(Cc1cccc2ccccc12)=N\OC(=O)c1ccc2c(c1)OCO2	-3	1%	3%	6%	6%	10%	-0.7%	2%	-2%	0%	-2%
O=C(CC1CCCCC1)NCc1ccc(F)cc1	-7	1%	0%	10%	-12%	1%	0.4%	4%	?	-3%	1%
CC1Sc2ccc(S(=O)(=O)N3CCC(C(=O)NCc4ccc(Cl)cc4)CC3)cc2NC1=O (configuration not stated)	0	-30%	?	-27%	3%	0%	0.1%	-7%	?	1%	-2%
CCCCNC(=O)CSc1ccc(S(=O)(=O)N2CCOCC2)cn1	-5	3%	18%	2%	.	-7%	0.2%	20%	0%	-4%	1%
O=C(CCCN1C(=O)/C(=C/c2ccccc2Cl)SC1=S)NCCCN1CCOCC1	9	1%	-18%	2%	4%	2%	0.0%	?	?	-1%	2%
CCc1cc2c(NC3CCCC3)ncnc2s1	-23	0%	4%	17%	-9%	-10%	3.5%	?	22%	-9%	0%
CCOc1ccc(S(=O)(=O)N(C)c2ccc(OCC(=O)NCc3ccco3)cc2)cc1	-1	0%	?	-1%	-11%	0%	0.5%	-7%	?	1%	0%

High-throughput results from PubChem.
